Assay outcomes (PubChem BioAssay)
BAZ2B inh = BAZ2B (human) inhibition; Potency, µM (series often up to 114 µM), inactives show at the highest dose activity change, negative = inhibition, actives largely listed as inhibitors; AID 504333; 360,000 compounds, 4.4% hits; Q9UIF8; AlphaScreen BAZ2B-H3K14Ac peptide displacement; further: potency means the concentration at half of the fitted maximal effect; on the % scale 0 is the no-effect control and ±100 the full control effect; nearly all actives have a fitted effect of over 60% in size
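AlphaScreen displacement: compounds (up to 110uM) incubated 30 min at room temperature with a preformed 50 nM BAZ2B/50 nM biotinylated H3K14Ac peptide complex in PBS pH 7.4 with Tween-20. Donor and acceptor beads at 10 ug/mL final added, 20 min light-protected before reading.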
GLS inh = blocks human kidney-isoform glutaminase activity; AID 624170; O94925; Potency, µM (titrated, usually from 45.5 µM), inactives show top-dose activity change, negative = inhibition, actives largely listed as inhibitors; 410,000 compounds, 0.21% hits; GLS enzymatic activity, qHTS titration; further: potency means the concentration at half of the fitted maximal effect; on the % scale 0 is the no-effect control and ±100 the full control effect
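Read-out is an Amplex red fluorescence increase coupled through glutamate oxidase and HRP, measured before and after 30 min room-temperature incubation. hKGA is in 45 mM KH2PO4 (pH 8.2) with 0.02% Tween-20; glutamine added as 1mM solution.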
PI4K2A inh = blocks human PI4K2A kinase activity; Q9BTU6; purified PI4K2A, ADP-Glo luminescence, 1 h; active compounds read low; activity change, negative = inhibition, % at 76.9 µM; 420,000 compounds, 0.13% hits; in the data active means activity change below about -50%; inconclusive means mostly about -30% to -49%;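 further: -100% = wells without enzyme as full effect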
Target sequence (Q9BTU6 whole entry, looked up): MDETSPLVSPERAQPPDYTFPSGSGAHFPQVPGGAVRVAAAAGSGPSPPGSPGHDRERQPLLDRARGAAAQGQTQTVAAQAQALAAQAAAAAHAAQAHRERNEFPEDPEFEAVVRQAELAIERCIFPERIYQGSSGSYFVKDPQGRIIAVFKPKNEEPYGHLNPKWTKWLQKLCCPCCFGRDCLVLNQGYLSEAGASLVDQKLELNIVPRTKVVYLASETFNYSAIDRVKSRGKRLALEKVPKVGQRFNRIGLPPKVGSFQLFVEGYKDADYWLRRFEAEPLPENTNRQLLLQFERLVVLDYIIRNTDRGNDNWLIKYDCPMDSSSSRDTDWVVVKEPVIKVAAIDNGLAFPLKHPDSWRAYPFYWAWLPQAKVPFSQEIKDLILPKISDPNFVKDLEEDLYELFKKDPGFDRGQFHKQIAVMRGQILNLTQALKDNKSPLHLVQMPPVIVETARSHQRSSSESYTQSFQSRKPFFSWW
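ADP-Glo luminescence measured ADP generated by PI4K2A enzyme (4 ug/mL before mixing) with 1.2 mM PI substrate (pre-mix) and 300 microM ATP (pre-mix). Tris pH7.5 buffer with MgCl2, Triton X-100; 1 h reaction at ambient temperature.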
ERG-DNA inh = blocks human ERG Ets domain binding to DNA. 370,000 compounds, 0.028% hits. P11308. Potency, µM (series often up to 76.9 µM), for the others: top-dose FP activity, negative = inhibition, most hits filed as inhibitors. fluorescence polarization, His-ERG Ets domain / labelled DNA; active means well fitted inhibition curve with a large enough effect in the polarisation, with a control signal flat; inconclusive means small, poorly fitted or top-dose-only effect, or effect the other way, or a change in a side signal; inactive means no such curve, though single readings can be large or run the other way; the % refers to the polarisation;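 further: polarization taken with two DNA probes labelled with fluorescein and Texas red; potency means the concentration at half of the fitted maximal effect; % of control where 0% means no effect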
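His-tagged ERG Ets domain (1 uM in the protein solution; 300mM KCl, 50mM Tris-HCl, 1mM EDTA, 1mM DTT, pH 7.5) received compound, then a probe mix of 5 nM fluorescein-DNA and 100nM Texas-615-DNA. Fluorescence polarization was read for both dyes.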
12-LOX inh = inhibitors of human 12S-lipoxygenase ALOX12; P18054; purified 12hLO, xylenol orange hydroperoxide absorbance; Potency, µM (titrated, usually from 108 µM), inactives show at the top dose activity change, negative = inhibition, usual class: inhibitors; 580,000 compounds, 1.1% hits; AID 1671190; further: potency means the concentration at half of the fitted maximal effect; on the % scale 0 is the no-effect control and ±100 the full control effect
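Purified human 12hLO at 150 nM in 25 mM Hepes, 0.01% Triton X-100, pH 7.0, preincubated 15 min at room temperature with compound. Reaction started with 40 uM arachidonic acid, 30 min at room temperature. Hydroperoxide measured by Fe-xylenol orange, 573/405 nm absorbance ratio.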
JMJD2A Tudor = blocks the human JMJD2A Tudor domain. O75164. 390,000 compounds, 4.4% hits. AlphaScreen JMJD2A-Tudor / H3K4me3 peptide binding. Potency, µM (titrated, usually from 114 µM), for the others: top-dose activity change, negative = inhibition, usual class: inhibitors; further: potency means the concentration at half of the fitted maximal effect; on the % scale 0 is the no-effect control and ±100 the full control effect; nearly all actives have a fitted effect of over 50% in size
HP1b chromo inh = HP1-beta chromodomain-methylated histone interaction inhibition; Potency, µM (doses to about 114 µM), for the others: at the top dose activity change, negative = inhibition, most hits filed as inhibitors; AlphaScreen HP1-beta / biotin-H3K9me3 peptide binding; 390,000 compounds, 0.56% hits; further: potency means the concentration at half of the fitted maximal effect; nearly all actives have a fitted effect of over 70% in size; inactives centre near 23
Target sequence (P83916 whole entry, looked up): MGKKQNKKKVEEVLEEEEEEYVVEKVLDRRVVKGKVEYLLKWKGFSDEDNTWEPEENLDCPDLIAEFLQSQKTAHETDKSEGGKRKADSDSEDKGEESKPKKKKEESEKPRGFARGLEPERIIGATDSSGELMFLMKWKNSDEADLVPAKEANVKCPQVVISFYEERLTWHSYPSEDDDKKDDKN
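AlphaScreen: HP1-beta (50 nM) preformed 30 min with biotin-H3(1-18)K9me3 peptide (50 nM) in PBS pH 7.4, 0.01% Tween-20. Compound added for 30 min at RT, then streptavidin donor/nickel chelate acceptor beads (10 ug/mL) for 30 min.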
RGS4 inhibitor = inhibitors of human regulator of G protein signaling 4; P49798; Transcreener GDP fluorescence polarization, RGS4-accelerated GTP hydrolysis; Potency, µM (titrated, usually from 114 µM), for inactives: at the top dose activity change, negative = inhibition, usual class: inhibitors; 390,000 compounds, 0.039% hits; AID 504845; further: potency means the concentration at half of the fitted maximal effect; on the % scale 0 is the no-effect control and ±100 the full control effect; nearly all actives have a fitted effect of over 75% in size; some results filed as inactive show a strong effect at the top dose
Target sequence (P49798 whole entry, looked up): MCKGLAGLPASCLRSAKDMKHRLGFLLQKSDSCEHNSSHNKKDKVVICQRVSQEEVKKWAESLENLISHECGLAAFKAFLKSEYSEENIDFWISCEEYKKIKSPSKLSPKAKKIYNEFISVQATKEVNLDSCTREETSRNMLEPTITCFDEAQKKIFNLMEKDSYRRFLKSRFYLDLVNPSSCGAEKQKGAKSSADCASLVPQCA
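MLSMR compounds (23 nl, pin-transferred) preincubated 10 min at room temperature with a 500nM (2x) first reagent, then RGS4 at 900nM (2x) plus Transcreener GDP mix added; fluorescence polarization (620/688 nm) read before and after 90 min at 30 °C.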
G9a inh = blocks human histone lysine methyltransferase G9a | Potency, µM (top dose mostly 102 µM), without a hit: at the highest dose activity, negative = inhibition, hits mostly inhibitors | Q96KQ7 | 350,000 compounds, 8.8% hits | AID 504332 | G9a H3K9 monomethylation, AlphaScreen, 2 h; further: potency means the concentration at half of the fitted maximal effect; on the % scale 0 is the no-effect control and ±100 the full control effect; nearly all actives have a fitted effect of over 75% in size
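Methyltransferase reactions run at room temperature for 2 h (20 nM enzyme, 500 nM biotin-H3K9 peptide, 20 uM SAM) after a 15 min compound preincubation; product detected by AlphaScreen beads and anti-H3K9me1 antibody.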
Numbers without * were called inactive; i = inactive; ? = inconclusive; . = not tested or not shown; & = joins results of further samples; [ ] = another dose, or the depositor's remark. Unless noted, the call rests on the fitted dose curve; in most records, active means well fitted curve in the direction sought with a large enough effect; inconclusive means small, poorly fitted or top-dose-only effect, or another doubt; inactive means no such curve, though single readings can be large; an effect the other way counts as inactive or inconclusive. An excerpt; the hit share may differ from the screen's.

structure,BAZ2B inh,GLS inh,PI4K2A inh,ERG-DNA inh,12-LOX inh,JMJD2A Tudor,HP1b chromo inh,RGS4 inhibitor,G9a inh
O=C(CSc1nccn1Cc1ccco1)Nc1ccc(F)cc1,-29%&-19%,8%&-6%,-9&0,-11%&-7%,0%&-15%,-20%&-17%,-7%,10%&-4%,?
COCCN(Cc1nc2ccccc2c(=O)[nH]1)C(=O)c1cccc(S(=O)(=O)N2CCCC2)c1,7%,13%,-1,1%,5%,-9%,32%,-10%,19%[12.7 µM]
Cc1ccc(C(=O)O)cc1NC(=O)c1ccc(Cn2nc(C)c(Cl)c2C)o1,12%,-5%,2,20%,5%,2%[57.1 µM],46%[activator],-24%,-36%
O=C(NCCc1ccccc1)C1COc2ccccc2O1 (stereo unspecified),-9%,-2%,0,-3%,3%,-4%,26%,-23%,10%
Cc1c(C)n(CC(O)CN2CCOCC2)c2ccccc12 (stereo unspecified),.,-21%,-4,.,?,22µM*,71µM*,-6%,13µM*
COc1ccc(NC(=O)CCc2nc(-c3ccccc3F)no2)cc1,9%,10%,7,14%,0%,-17%,28%,39%,16%[59 µM]
CCc1c(O)nc(SCC(=O)Nc2ccc(OC)cc2)n(C2CCCCC2)c1=O,-5%,-2%,1,-2%,0%,-25%,26%,-29%,?
O=C(CSc1nnc(COc2ccccc2)o1)c1ccccc1,3%,1%,0,-24%,1%,21%,54%,-17%,19%[59 µM]
S=c1[nH]c2ccccc2n1CCOc1ccccc1,12%,-10%,7,-14%,40µM*,?,-24%,?,.
CC(=O)C[C@@H](O)CC(=O)[C@@H]1OC(=O)CC/C=C\Cc2ccccc21,4%,4%,-1,1%,8%,-3%,51%[activator],15%,9%[2.33 µM]
Cc1ccccc1NC(=O)CN(C)S(=O)(=O)c1cccs1,9%,-2%,0,-3%,-10%,-5%,33%,-36%,-7%
Cc1cc(C)nc(NS(=O)(=O)c2ccc(NC(=O)C3COc4ccccc4O3)cc2)n1 (stereo unspecified),-28%,7%,0,4%,-21%,-8%,26%,15%,1%

(next part)
structure,BAZ2B inh,GLS inh,PI4K2A inh,ERG-DNA inh,12-LOX inh,JMJD2A Tudor,HP1b chromo inh,RGS4 inhibitor,G9a inh
O=C(c1ccc2nc[nH]c2c1)N1CCc2ccccc2C1,-30%,-9%,-2,7%,i,-9%,15%,-24%,-4%
O=S1(=O)C=C(SCc2ccccc2)Nc2ccccc21,4%,11%,10,5%,0%,-14%,13%,29%,-8%
COc1ccc(C(C)=O)cc1COC(=O)CCCN1C(=O)c2ccccc2C1=O,-23%,-11%,7,-6%,-9%,-5%,36%,-22%,?
O=C(NNC(=O)c1ccccc1-n1cccc1)c1ccc(Cl)cc1,0%,-1%,6,4%,0%,-9%,18%,19%,15%[0.0925 µM]
O=S(=O)(c1ccc(-n2cnnn2)cc1)N1CCN(c2cccc(Cl)c2)CC1,4%,-9%,-4,-10%,-1%,-14%,23%,10%,8%[59 µM]
COC(=O)c1oc2c(c1C)C1(CCC2)SCCS1,-6%,-1%,-2,-6%,0%,0%,36%,0%,18%[12.7 µM]
CC(=O)Nc1c2c(nn1-c1cccc(Cl)c1)CS(=O)C2 (stereo unspecified),48%[activator],-5%,-1,0%,-8%,-1%,52%[activator],-7%,-20%
Cc1nn(Cc2ccccc2Cl)c2sc(C(=O)Nc3nccs3)cc12,4%,-13%,-5,-6%,11%,3%,49%[activator],-28%,23%[59 µM]
CC(=O)c1c(C)[nH]c(C(=O)CSc2nnc(C3CCCCC3)n2N)c1C,?,5%,-5,8%,-8%,0%,21%,-1%,8%[12.7 µM]
COC(=O)c1cccc(NC(=O)C2COc3ccccc3O2)c1 (stereo unspecified),-2%,3%,9,-8%,0%[57.4 µM],19%,30%[activator],1%,-6%[12.7 µM]
CSc1ncccc1C(=O)OCC(=O)Nc1ccc(C)c(S(=O)(=O)N2CCOCC2)c1,.,2%,5,1%,-6%,-29%,4%,0%,.
O=C(CSc1nc2ccccc2c(=O)[nH]1)N1CCCCCC1,10%,-19%,-7,3%,-23%&-3%,-15%[11.4 µM],-9%,-9%[11.4 µM],15%[2.33 µM]

Given with the structure last: part of the list above
| BAZ2B inh | GLS inh | PI4K2A inh | ERG-DNA inh | 12-LOX inh | JMJD2A Tudor | HP1b chromo inh | RGS4 inhibitor | G9a inh | SMILES |
| --- | --- | --- | --- | --- | --- | --- | --- | --- | --- |
| 48%[activator] | -5% | -1 | 0% | -8% | -1% | 52%[activator] | -7% | -20% | CC(=O)Nc1c2c(nn1-c1cccc(Cl)c1)CS(=O)C2 (stereo unspecified) |
| 4% | -13% | -5 | -6% | 11% | 3% | 49%[activator] | -28% | 23%[59 µM] | Cc1nn(Cc2ccccc2Cl)c2sc(C(=O)Nc3nccs3)cc12 |
| ? | 5% | -5 | 8% | -8% | 0% | 21% | -1% | 8%[12.7 µM] | CC(=O)c1c(C)[nH]c(C(=O)CSc2nnc(C3CCCCC3)n2N)c1C |

Going on with the list.
molecule	BAZ2B inh	GLS inh	PI4K2A inh	ERG-DNA inh	12-LOX inh	JMJD2A Tudor	HP1b chromo inh	RGS4 inhibitor	G9a inh
CCCCOc1ccc(C(C)NC(=O)CCS(=O)(=O)Cc2ccc(C)cc2)cc1 (stereo unspecified)	-1%	-13%	0	-5%	10%	-1%	28%	-16%	21%[59 µM]
COc1ccc([N+](=O)[O-])cc1NC(=S)NC(=O)C(C)(C)C	-14%	-5%	-3	29%	-19%	7%	30%	-30%	?
CN(C)S(=O)(=O)c1ccc2c(c1)N(CC(=O)NCc1ccc(F)cc1)C(=O)CS2	-19%	5%	4	-7%	-15%	-16%	65%[activator]	-12%	9%[59 µM]
COc1ccc(N2CCN(c3cc(C)c4ccc(C)cc4n3)CC2)cc1	-38%	0%	1	-13%	-9%	?	?	19%	8.9µM*
COc1ccccc1NC(=O)c1ccc(NC(=O)COC(=O)c2cncc(Br)c2)cc1	.	1%	-2	12%	?	-20%	3%	-22%	.
COc1cccc(/C=N/NC(=O)NC23CC4CC(CC(C4)C2)C3)c1O	.	?	3	2%	.	-23%	4%	0%	.
CC(C)N1CC=C2C(C#N)=C(N)C(C#N)(C#N)C(c3ccccc3)C2C1 (stereo unspecified)	-1%	-30%	0	-11%	0%	-21%	29%	-5%	?
CCOC(=O)CSC1=NC(=O)/C(=C\c2ccc(OC(C)=O)cc2)S1	-34%	-6%	-3	-10%	?	-24%	9%	-52%	40µM*
CN(Cc1ccc(C(C)(C)C)cc1)C(=O)C1CCN(C(=O)Nc2ccccc2)CC1	3%	1%	1	0%	10%	-24%	-16%	-12%	-2%
Cc1ccc2c(c1)C1C=CCC1C(C(=O)NCCCN1CCOCC1)N2 (stereo unspecified)	.	9%	34	5%	205%[activator]	?	8%	6%	.
Cn1ccnc1SCC(=O)Nc1cccc(C#N)c1	.	4%	-2	5%	45%[activator]	10%	30%	-2%	.
O=C(/C=C/c1cccc([N+](=O)[O-])c1)NCCSCc1ccco1	?	0%	2	3%	-27%	-30%	-13%	-32%	?

Next section.
molecule	BAZ2B inh	GLS inh	PI4K2A inh	ERG-DNA inh	12-LOX inh	JMJD2A Tudor	HP1b chromo inh	RGS4 inhibitor	G9a inh
CC(=O)c1ccc(N2CCN(C(=O)CCCn3c(=O)[nH]c4ccsc4c3=O)CC2)cc1	-11%&-6%	3%&-1%	1&-1	-6%&-1%	11%&-9%	-11%&-19%	-4%&5%	7%&4%	10%
CCOC(=O)N1CCN(C(=O)c2cnn3ccccc23)CC1	-33%	-2%	0	-9%	12%	-24%	31%	9%	-3%
Cc1ccc(-n2nc3c(N4CCC(C(=O)N(C)Cc5ccccc5)CC4)nnc(C)c3c2C)cc1	2%	0%	-2	0%	-6%	-6%	43%[activator]	-15%	?
CCNC(=O)C1Cc2ccccc2CN1S(=O)(=O)c1ccc(F)cc1 (stereo unspecified)	-30%	-5%	-1	1%	1%	-19%	66%[activator]	0%	-5%
COc1cccc(-c2nc(CS(=O)(=O)CC(=O)N3CCc4ccccc43)c(C)o2)c1	2%	3%	5	0%	0%	-20%	31%	-12%	0%
COC(=O)c1cc(NCc2cccs2)ccc1N1CCOCC1	-30%	53%[activator]	0	-7%	15%	-19%	2%	-16%	?
